SIRT5 inh – SIRT5 desuccinylase inhibitors, primary screen, biochemical, fluorescence imaging, single point, set 5 | NAD-dependent protein deacylase sirtuin-5, mitochondrial (Homo sapiens), Q9NXA8 | Purified SirT5, succinyl-peptide AMC, trypsin-coupled fluorescence | inhibition, % at 15 µM | 330,000 tested, 1.1% active; in the data active means inhibition above about 15%; inconclusive means no clear call, values can overlap the other calls
Target sequence (Q9NXA8 whole entry, looked up): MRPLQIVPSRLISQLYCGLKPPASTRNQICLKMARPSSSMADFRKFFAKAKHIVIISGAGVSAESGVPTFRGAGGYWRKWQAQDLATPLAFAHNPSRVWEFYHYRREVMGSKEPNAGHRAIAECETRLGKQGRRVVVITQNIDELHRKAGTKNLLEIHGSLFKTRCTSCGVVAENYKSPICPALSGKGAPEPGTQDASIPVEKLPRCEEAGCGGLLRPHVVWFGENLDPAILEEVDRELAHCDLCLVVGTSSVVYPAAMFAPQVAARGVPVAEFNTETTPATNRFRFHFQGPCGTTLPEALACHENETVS
ERp5 block – inhibitors of ERp5-driven insulin aggregation, primary screen, biochemical, turbidity, absorbance 650 nm, single point; inhibition, % at 9.99 µM; 90 min; Protein disulfide-isomerase A6 (Homo sapiens), Q15084; 350,000 tested, 0.05% active; AID 651711, 2012;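 active means mean replicate inhibition above about 25%, with every replicate also reaching it, limit read from the data, passing the limit was not always enough; inconclusive means only one of those two criteria met; inactive means neither criterion met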
Target sequence (Q15084 whole entry, looked up): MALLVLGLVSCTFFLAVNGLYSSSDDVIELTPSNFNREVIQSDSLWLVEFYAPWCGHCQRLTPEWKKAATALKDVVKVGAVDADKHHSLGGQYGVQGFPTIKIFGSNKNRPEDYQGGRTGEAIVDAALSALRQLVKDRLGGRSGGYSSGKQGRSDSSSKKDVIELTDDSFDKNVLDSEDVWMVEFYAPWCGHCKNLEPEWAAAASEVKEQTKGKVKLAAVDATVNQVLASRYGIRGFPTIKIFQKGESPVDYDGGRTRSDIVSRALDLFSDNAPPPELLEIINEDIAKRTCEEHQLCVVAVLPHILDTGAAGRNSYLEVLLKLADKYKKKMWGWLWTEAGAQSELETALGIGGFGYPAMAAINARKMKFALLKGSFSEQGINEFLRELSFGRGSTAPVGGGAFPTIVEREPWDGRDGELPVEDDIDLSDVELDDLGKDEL
PglD inh – C. jejuni PglD acetyltransferase inhibitors, primary screen, biochemical, DTNB colorimetric, single point; AID 602405, 2012; purified PglD enzyme, DTNB colorimetric CoA detection; 360,000 tested, 0.098% active; inhibition, % at 12.5 µM; UDP-N-acetylbacillosamine N-acetyltransferase PglD (Campylobacter jejuni); in the data active means inhibition above about 16%, passing the limit was not always enough; inconclusive means no clear call, values can overlap the other calls; further: strong numbers were not always called active
DENV2 CPE – inhibitors of DENV2 cytopathic effect, primary screen, cell-based, plate reader, single concentration | CPE inhibition, % at 9.99 µM | 350,000 tested, 1.7% active | DENV2-infected cells, cytopathic effect rescue | AID 651640, 2012; in the data active means CPE inhibition above about 20%, passing the limit was not always enough; inconclusive means no clear call, values can overlap the other calls; tested in BHK-21 cells;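 further: 0% = median of neutral control wells and 100% = median of positive control wells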
S100A4 MyoIIA – inhibitors of S100A4-myosin IIA peptide binding, primary screen, biochemical, fluorescence polarization, TAMRA-MyoIIA peptide | Protein S100-A4 (Homo sapiens), P26447 | inhibition, % at 10.7 µM | 360,000 tested, 0.14% active;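 active means mean inhibition of at least 70% across replicates, with every replicate also reaching that level; inconclusive means mean inhibition reaches 70% but some replicates fall short; inactive means mean inhibition below 70%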
Target sequence (P26447 whole entry, looked up): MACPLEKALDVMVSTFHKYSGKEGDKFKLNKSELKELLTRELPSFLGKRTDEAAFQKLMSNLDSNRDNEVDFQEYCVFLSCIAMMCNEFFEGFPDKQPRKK
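Assay system: human S100A4 monomer with TAMRA-labelled myosin IIA peptide / Buffer or medium: Calcium-containing HEPES buffer, pH 7.2 / Reagent: TAMRA-labelled myosin IIA heavy-chain peptide probe, 5 nM / Compound: one dose per compound / Timing: polarization read 5 min after assay mix addition, stable 5–60 min / Benchmarks: neutral control DMSO, positive control TFP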
E-sel inducer – E-selectin induction in HUVECs, primary screen, imaging, HUVEC, immunofluorescence imaging, single point | P16581 | normalized: neutral wells 0, TNF-alpha wells 100 | activation, % at 7.58 µM | 260,000 tested, 0.37% active;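 active means mean E-selectin-positive cell signal at least 10% of the positive control, reached in at least 60% of replicates, without over 20% cell loss; inconclusive means no rule given, readout overlaps actives, possibly toxicity-flagged; inactive means the rest, including those meeting only one limit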;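 further: in these data hits start at about 27%; measured in HUVEC primary endothelial cells; signal is the percent of cells scored E-selectin positive by PE staining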
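Read-out: % PE-positive cells | Test system: HUVEC | Doses: One compound dose added by pin transfer | Buffer or medium: EGM-2 over gelatin coat | Signal: Immunofluorescence imaging | Benchmarks: TNF-alpha, DMSO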
Statin myotox sup – suppressors of statin myotoxicity in C2C12 myotubes, primary screen, cell-based, single point, plate reader; C2C12 myotubes + simvastatin, ATP luminescence, 48 h; scaled: DMSO 0, geranylgeraniol control 100; rescue of ATP level, % at 7.49 µM; 330,000 tested, 0.78% active;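 active means mean ATP rescue above about 67%, or every replicate alone reaching that limit, limit read from the data, passing the limit was not always enough; inconclusive means no clear call, values can overlap the other calls; inactive means mean under the limit and some replicate under it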;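 further: myotubes were challenged with 10 µM simvastatin during compound exposure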
Starred values were filed as active, the others as inactive. An excerpt. The share of hits here may be higher or lower than overall.

How did C[C@@H]1CN([C@H](C)CO)C(=O)c2cccc(NC(=O)C3CC3)c2O[C@@H]1CN(C)C(=O)NC1CCCCC1 do in these assays?
SIRT5 inh: 4; ERp5 block: 0; PglD inh: 4; DENV2 CPE: -1; S100A4 MyoIIA: 2; E-sel inducer: -0.1; Statin myotox sup: -15

Results for CC(C)NC(=O)Nc1ccc2c(c1)C(=O)N([C@@H](C)CO)C[C@H](C)[C@@H](CN(C)C(=O)NC(C)C)OCCCC[C@H](C)O2 ?
SIRT5 inh: 0; ERp5 block: 0; PglD inh: 0; DENV2 CPE: -2; S100A4 MyoIIA: 8

How did COc1ccc(CCNC(=O)c2cc3c(=O)n4cccc(C)c4nc3n(CC3CCCO3)c2=N)cc1 (configuration not stated) do in these assays?
SIRT5 inh: 0; ERp5 block: 23; PglD inh: -6; DENV2 CPE: -3; S100A4 MyoIIA: 1; Statin myotox sup: -52

What do the screens show for `CN1CCCC(OC(=O)c2ccccc2F)C1` (configuration not stated)?
SIRT5 inh: -3; ERp5 block: -3; PglD inh: 7; DENV2 CPE: -2; S100A4 MyoIIA: 2; Statin myotox sup: -3

Results for Cc1cccc(C(=O)O/N=C(\N)c2ccc(Cl)cc2)c1 ?
SIRT5 inh: -3; ERp5 block: 1; DENV2 CPE: 10; S100A4 MyoIIA: -1; E-sel inducer: 0.6

How did Cc1ccc(C2(C)NC(=O)N(CC(=O)N3CCN(S(=O)(=O)c4ccc(Cl)s4)CC3)C2=O)cc1 (configuration not stated) do in these assays?
SIRT5 inh: -2; ERp5 block: -3; DENV2 CPE: -5; S100A4 MyoIIA: -7

Results for O=c1[nH]c(=O)n(CCCc2ccccc2)cc1-c1ccccc1 ?
SIRT5 inh: 0; ERp5 block: 7; DENV2 CPE: inconclusive; S100A4 MyoIIA: 1; E-sel inducer: 2.0

How did Cc1cc(C(=O)CCC(=O)N(C)CC(=O)Nc2ccccc2Br)c(C)s1 do in these assays?
SIRT5 inh: -2; ERp5 block: 1; PglD inh: 3; DENV2 CPE: 0; S100A4 MyoIIA: -10; E-sel inducer: -2.1; Statin myotox sup: 1

What do the screens show for `COc1ccccc1C(=O)N=C1NC(=O)CC2C(=O)NCCN12` (configuration not stated)?
SIRT5 inh: 3; ERp5 block: 3; PglD inh: 1; DENV2 CPE: 9; S100A4 MyoIIA: 3; Statin myotox sup: 13

Results for C[C@@H]1CN([C@H](C)CO)C(=O)c2cccc(NC(=O)c3nc4ccccc4s3)c2O[C@H]1CN(C)S(=O)(=O)c1ccc(F)cc1 ?
SIRT5 inh: -2; ERp5 block: 3; PglD inh: -1; DENV2 CPE: -5; S100A4 MyoIIA: -3; E-sel inducer: 0.2; Statin myotox sup: 6

Results for C[C@H](CO)N1C[C@H](C)[C@H](CN(C)Cc2ccc(Cl)c(Cl)c2)Oc2c(NC(=O)Nc3ccc(C(F)(F)F)cc3)cccc2C1=O ?
SIRT5 inh: 7; ERp5 block: -17; PglD inh: -3; DENV2 CPE: -3; S100A4 MyoIIA: -3

Results for C[C@H](NC(=O)C[C@@H]1C[C@@H]2c3cc(NC(=O)Nc4ccc(C(F)(F)F)cc4)ccc3O[C@@H]2[C@H](CO)O1)c1ccccc1 ?
SIRT5 inh: 6; ERp5 block: 1; PglD inh: -2; DENV2 CPE: 12; S100A4 MyoIIA: -5; E-sel inducer: 0.8; Statin myotox sup: -1

Results for CC1(C(=O)NCc2ccc(F)c(F)c2)Cc2c(-c3cccc(C(N)=O)c3)ccnc2O1 (configuration not stated) ?
SIRT5 inh: -4; ERp5 block: 2; PglD inh: 1; DENV2 CPE: -11; S100A4 MyoIIA: -3; E-sel inducer: 0.0; Statin myotox sup: -6

What do the screens show for `COc1ccc(-c2cc(C3CC3)nc(N)c2C#N)cc1`?
SIRT5 inh: -6; ERp5 block: 0; PglD inh: 4; DENV2 CPE: 6; S100A4 MyoIIA: -7; Statin myotox sup: 4

What do the screens show for `O=C(O)c1ccc(S(=O)(=O)/N=C2\C=C(Nc3ccccc3F)C(=O)c3ccccc32)cc1`?
SIRT5 inh: 11; ERp5 block: 4; PglD inh: -2; DENV2 CPE: -4; S100A4 MyoIIA: -4; Statin myotox sup: -779

Results for Cc1cc([N+](=O)[O-])nn1CC(=O)NCc1ccc(Cl)cc1 ?
SIRT5 inh: 1; ERp5 block: 4; PglD inh: 2; DENV2 CPE: -5; S100A4 MyoIIA: 6; E-sel inducer: 0.2; Statin myotox sup: -2

Results for CC(NC(=O)c1ccco1)C(=O)Nc1nccs1 (configuration not stated) ?
ERp5 block: -2; PglD inh: -6; DENV2 CPE: 12; S100A4 MyoIIA: 0; E-sel inducer: 0.2; Statin myotox sup: -5

How did CCOC(=O)NC(c1ccc(C(C)C)cc1)C(Cl)(Cl)Cl (configuration not stated) do in these assays?
SIRT5 inh: 1; ERp5 block: 6; DENV2 CPE: 14; S100A4 MyoIIA: -2; Statin myotox sup: 3

How did COc1ccc(S(=O)(=O)N[C@@H]2CC[C@@H](CC(=O)N3CCc4ccccc4C3)O[C@H]2CO)cc1 do in these assays?
SIRT5 inh: 3; ERp5 block: 2; PglD inh: -3; DENV2 CPE: 2; S100A4 MyoIIA: -4; E-sel inducer: -2.4; Statin myotox sup: -4

What do the screens show for `O=C(Nc1ccc(N2CCOCC2)nc1)c1ccccc1Cl`?
SIRT5 inh: -2; ERp5 block: 4; PglD inh: -8; DENV2 CPE: -3; S100A4 MyoIIA: -2; Statin myotox sup: 0

How did O=C(NNC(=O)c1ccccc1[N+](=O)[O-])c1ccc(NS(=O)(=O)c2cccs2)cc1 do in these assays?
SIRT5 inh: 2; ERp5 block: 1; PglD inh: -6; DENV2 CPE: 5; S100A4 MyoIIA: -1; E-sel inducer: 0.0; Statin myotox sup: 3

What do the screens show for `O=C(CSc1cn(Cc2cccc(F)c2)c2ccccc12)NCc1ccc(F)cc1`?
SIRT5 inh: 10; ERp5 block: -3; PglD inh: 0; DENV2 CPE: -9; S100A4 MyoIIA: -1; E-sel inducer: 0.3; Statin myotox sup: -34

What do the screens show for `Oc1ccccc1OCC(O)c1ccccc1` (configuration not stated)?
SIRT5 inh: 2; ERp5 block: -1; PglD inh: -3; DENV2 CPE: 18; S100A4 MyoIIA: -6; E-sel inducer: 6.8; Statin myotox sup: 37

What do the screens show for `Cc1cccc(NCc2nc(SCC(N)=O)n[nH]2)c1`?
PglD inh: 3; E-sel inducer: 2.0; Statin myotox sup: 5

How did CCN(CC)CCNC(=O)Cn1ncc2ccccc2c1=O do in these assays?
SIRT5 inh: -1; ERp5 block: 1; DENV2 CPE: 4; S100A4 MyoIIA: 1

What do the screens show for `O=C1c2ccccc2-c2cccc(C(=O)N3CCCCC3)c21`?
SIRT5 inh: 1; ERp5 block: -5; DENV2 CPE: -7; S100A4 MyoIIA: 0

How did COc1cc(SC)ccc1C(=O)Nc1cccc(S(=O)(=O)NC2=NCCC2)c1 do in these assays?
SIRT5 inh: 15*; ERp5 block: 2; PglD inh: -1; DENV2 CPE: inconclusive; S100A4 MyoIIA: 5; E-sel inducer: 0.0; Statin myotox sup: -5

Results for COc1cc(/C=N/NC(=O)CNc2n[nH]c(=O)[nH]c2=O)ccc1OCc1ccccc1 ?
SIRT5 inh: -6; ERp5 block: 2; S100A4 MyoIIA: 0; E-sel inducer: 3.4; Statin myotox sup: 4

How did C[C@@H]1CN([C@@H](C)CO)C(=O)c2cc(NS(=O)(=O)c3ccc(F)cc3)ccc2O[C@@H](C)CCCCO[C@H]1CN(C)S(=O)(=O)c1cccs1 do in these assays?
SIRT5 inh: 4; ERp5 block: 1; PglD inh: -1; DENV2 CPE: -13; S100A4 MyoIIA: -9

How did O=C(O)c1ccc2ccc3ccccc3c2c1 do in these assays?
SIRT5 inh: 0; ERp5 block: 4; PglD inh: 0; DENV2 CPE: 3; S100A4 MyoIIA: 1

How did CCOc1cc(C(=O)Nc2nnc(S(=O)(=O)N3CCOCC3)s2)cc(OCC)c1OCC do in these assays?
SIRT5 inh: 2; ERp5 block: 1; PglD inh: -3; DENV2 CPE: -5; S100A4 MyoIIA: 3; E-sel inducer: -0.1; Statin myotox sup: 4

How did CCC1C(=O)NCCN1C(=O)c1ccc2nc(Cc3ccc(OC)cc3)oc2c1 (configuration not stated) do in these assays?
SIRT5 inh: -2; ERp5 block: 5; PglD inh: -3; DENV2 CPE: 3; S100A4 MyoIIA: -8; Statin myotox sup: 5

Results for COc1cccc(-c2cnc3c(c2)C(=O)N([C@@H](C)CO)C[C@H](C)[C@@H](CN(C)CC2CCCC2)O3)c1 ?
SIRT5 inh: 1; ERp5 block: 0; PglD inh: -2; DENV2 CPE: -4; S100A4 MyoIIA: 2; E-sel inducer: -0.2; Statin myotox sup: 4

What do the screens show for `Cc1c(Cl)cccc1NC(=O)C1NC(=O)CC1c1ccccc1` (configuration not stated)?
ERp5 block: 4; PglD inh: 5; DENV2 CPE: -10; S100A4 MyoIIA: -35; Statin myotox sup: -1

Results for O=C(NCc1ccon1)C1CCC(=O)N(Cc2cccc(C(F)(F)F)c2)C1 (configuration not stated) ?
SIRT5 inh: -1; ERp5 block: -2; PglD inh: 6; DENV2 CPE: 18; S100A4 MyoIIA: -3; E-sel inducer: inconclusive; Statin myotox sup: -7

How did Cc1csc(NC(=O)CSc2ncnc3ccccc23)n1 do in these assays?
SIRT5 inh: 2; ERp5 block: 6; PglD inh: -2; DENV2 CPE: 13; S100A4 MyoIIA: -7; E-sel inducer: -0.4; Statin myotox sup: -4

Results for CCC(CC)c1nnc(NC(=O)CSCC(=O)Nc2cc(C)on2)s1 ?
SIRT5 inh: 1; ERp5 block: -7; PglD inh: -1; DENV2 CPE: 4; S100A4 MyoIIA: -3; Statin myotox sup: 1

Reprinted from above (5 entries):
Results for COc1cccc(-c2cnc3c(c2)C(=O)N([C@@H](C)CO)C[C@H](C)[C@@H](CN(C)CC2CCCC2)O3)c1 ?
SIRT5 inh: 1; ERp5 block: 0; PglD inh: -2; DENV2 CPE: -4; S100A4 MyoIIA: 2; E-sel inducer: -0.2; Statin myotox sup: 4

What do the screens show for `Cc1c(Cl)cccc1NC(=O)C1NC(=O)CC1c1ccccc1` (configuration not stated)?
ERp5 block: 4; PglD inh: 5; DENV2 CPE: -10; S100A4 MyoIIA: -35; Statin myotox sup: -1

Results for O=C(NCc1ccon1)C1CCC(=O)N(Cc2cccc(C(F)(F)F)c2)C1 (configuration not stated) ?
SIRT5 inh: -1; ERp5 block: -2; PglD inh: 6; DENV2 CPE: 18; S100A4 MyoIIA: -3; E-sel inducer: inconclusive; Statin myotox sup: -7

How did Cc1csc(NC(=O)CSc2ncnc3ccccc23)n1 do in these assays?
SIRT5 inh: 2; ERp5 block: 6; PglD inh: -2; DENV2 CPE: 13; S100A4 MyoIIA: -7; E-sel inducer: -0.4; Statin myotox sup: -4

Results for CCC(CC)c1nnc(NC(=O)CSCC(=O)Nc2cc(C)on2)s1 ?
SIRT5 inh: 1; ERp5 block: -7; PglD inh: -1; DENV2 CPE: 4; S100A4 MyoIIA: -3; Statin myotox sup: 1
